# proCasp3 act = procaspase-3 (human) activation | P42574 | activation, % at 8.5 µM | recombinant procaspase-3 D3A, Ac-DEVD-pNA absorbance 405 nm | hit rate 0.11% among 330,000 | AID 463141;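 active = activation above the mean of all tested compounds plus 3 SD, cut at about 21% in these data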;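 also: 0% = DMSO alone and 100% = DMSO wells spiked with extra 5 µM PC-3 D3A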
#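 material = Procaspase-3 D3A mutant | probe or stimulus = Ac-DEVD-pNA | compound = single dose, 8.5 µM nominal compound, 0.8% DMSO | timing = 1 h preincubation, 2 h reaction | measured by = 405 nm absorbance of p-nitroaniline, reads at 0 and 120 min | benchmarks = DMSO-only low control, 5 µM PC-3 D3A high control | repeats = singlicate, each compound tested once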
# MEP2-GFP yeast = alters MEP2-GFP fluorescence in TOR pathway yeast screen; S. cerevisiae MEP2-GFP strain, flow cytometry GFP, 3 h; 100% = DMSO control level; GFP response vs DMSO, % at 10 µM; hit rate 0.51% among 330,000; AID 2016;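 active = GFP response versus DMSO above a set limit, roughly screen mean plus 3 SD, cut at about 180% in these data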;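 also: median GFP fluorescence of the barcode-gated MEP2-GFP cells per well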
# RPL19A TOR yeast = alters RPL19A-GFP fluorescence in TOR pathway yeast screen. S. cerevisiae RPL19A-GFP strain, flow cytometry, 3 h; stronger effect = lower value. hit rate 0.3% among 330,000. percent response vs DMSO, % at 10 µM. AID 2025;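 active = percent response vs DMSO below 50%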;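 also: median channel GFP fluorescence of the barcoded RPL19A-GFP strain; ratio of sample median GFP to plate DMSO average so 100% = DMSO; lower means less RPL19A-GFP as with rapamycin TOR inhibition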
# proCasp7 act = counter-screen for procaspase-3 activators: activators of human procaspase-7; activation, % at 8.5 µM; P55210; recombinant procaspase-7, Ac-DEVD-pNA absorbance 405 nm; D23A/D198A/D206A triple mutant, cannot self-cleave; scale: DMSO 0, 5 µM enzyme 100; AID 463210; hit rate 0.093% among 330,000;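 active = percent activation above the screen-wide mean plus 3 SD, cut at about 25% in these data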
#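 Material: Procaspase-7 triple mutant (PC-7 D3A) | Quantity: 2 µM procaspase-7 mutant as dispensed | Reagent: DEVD-pNA substrate | Times: 1 h preincubation, 2 h reaction | Technique: 405 nm absorbance of p-nitroaniline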
# EBNA-1 inh = blocks EBNA-1 binding to DNA. EBNA-1 DNA binding, fluorescence polarization. inhibition, % at 14.8 µM. AID 1950. hit rate 0.34% among 300,000; in the data active = inhibition above about 28%
# ZTA counter = blocks Epstein-Barr virus ZTA, an EBNA-1 counter-screen; ZTA-DNA binding, fluorescence polarization; inhibition, % at 11 µM; hit rate 0.15% among 320,000; AID 2234; in the data active = inhibition above about 33%
# LAP4 TOR yeast = alters LAP4-GFP fluorescence in TOR pathway yeast screen. S. cerevisiae LAP4-GFP multiplex, flow cytometry GFP, 3 h; median GFP as percent of DMSO wells. GFP response vs DMSO, % at 10 µM. hit rate 0.34% among 320,000;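 active = GFP response vs DMSO above a set limit, about the screen mean plus 3 SD, cut at about 150% in these data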
# AHR activator = human AHR activation; P35869; AHR-responsive luciferase reporter cells, luminescence; hit rate 2.5% among 320,000; activation, % at 5 µM; in the data active = activation above about 47%;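 also: 0% = vehicle wells and 100% = reference agonist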
# An asterisk follows results filed as active; . = not tested or not shown.
SMILES,proCasp3 act,MEP2-GFP yeast,RPL19A TOR yeast,proCasp7 act,EBNA-1 inh,ZTA counter,LAP4 TOR yeast,AHR activator
COC(=O)c1cccc(-n2nnnc2SCC(=O)Nc2nc3c(s2)CCCC3)c1,-2,98,95,3,-18,-9,100,2
Cc1ccc(C(=O)Nc2nc(=O)n(C(=O)C3CC3)s2)cc1,-6,104,102,-10,5,4,95,1
C#CCOCCOCCOCCNc1nc(N2CCN(C(=O)C([C@@H](C)CC)n3cc(C(N)COC(=O)C(F)(F)F)nn3)CC2)nc(N2CCN(C(=O)[C@H](CCC(=O)O)n3cc(C(N)CC(C)C)nn3)CC2)n1 (stereo not given in full),1,95,101,-3,-15,-5,115,-1
COC(=O)C1=C(C(=O)OC)[C@@H]2N(Cc3ccccc3)c3ccccc3[C@@]23C[C@@H](C(=O)OC)N(C(=O)NC(C)(C)C)C3=N1,3,96,93,1,9,-7,84,0
Fc1cc2[nH]cnc2cc1Cl,-1,95,98,7,-2,4,109,1
CCC(=O)N1CCC2(CC1)Oc1ccc(Cl)cc1C(=O)C21CC(c2ccccc2)=NO1 (stereo not given),0,87,92,4,0,5,91,1
O=C1CCC(=O)N1c1ccc(-c2nc3sc4c(c3c(=O)o2)CCC4)cc1,2,92,96,-1,3,-8,102,-3
Cc1cc(NC(=O)Nc2ccccc2)n(-c2ccccc2)n1,-6,114,94,17,3,-2,87,14
COc1ccc(OC)c(C(c2nnnn2C2CCCC2)N2CCN(c3ccc(F)cc3)CC2)c1 (stereo not given),-7,101,97,1,-6,-8,95,-1
COCCNc1oc(-c2ccc(F)cc2)nc1C#N,11,104,109,11,-4,4,107,10
Cc1ccccc1NC(=O)c1ccc2nccnc2c1,7,105,98,5,-3,6,99,-2
Cc1ccc(C)c(NC(=S)N(CCc2ccncc2)C(C)C)c1,5,104,98,10,6,-3,105,0
CC(C)CN(C(=O)C1CC1)C1CCS(=O)(=O)C1 (stereo not given),8,100,97,13,3,0,103,-1
Cc1cccc(-c2nc(NCCCN(C)C)c3ccccc3n2)c1,8,106,109,3,-4,-14,94,23
Cc1ccc(-c2csc3ncn(CC(=O)N4CCOCC4)c(=O)c23)cc1C,-9,87,93,-3,0,12,.,1
O=C(Nc1ccc(-c2csc(-c3ccccc3)n2)cc1)c1ccccc1,-9,99,98,15,-1,-7,104,-10
CS(=O)(=O)N(CC(=O)Nc1ccc2c(c1)OCO2)Cc1ccc(Cl)cc1,1,100,100,-8,-9,-10,94,65*
O=C(CSc1nc2ccccc2c(=O)n1-c1ccccc1F)Nc1ccc2c(c1)CCC2,-3,102,104,5,0,-3,93,9
O=C(Cc1c(F)cccc1Cl)NNC(=O)c1ccc(Br)s1,1,101,99,-1,.,.,99,1
NS(=O)(=O)c1cccnc1Nc1cccc(Cl)c1Cl,0,102,.,7,11,11,102,3

# The final six entries of the part above open the next one:
SMILES,proCasp3 act,MEP2-GFP yeast,RPL19A TOR yeast,proCasp7 act,EBNA-1 inh,ZTA counter,LAP4 TOR yeast,AHR activator
Cc1ccc(-c2csc3ncn(CC(=O)N4CCOCC4)c(=O)c23)cc1C,-9,87,93,-3,0,12,.,1
O=C(Nc1ccc(-c2csc(-c3ccccc3)n2)cc1)c1ccccc1,-9,99,98,15,-1,-7,104,-10
CS(=O)(=O)N(CC(=O)Nc1ccc2c(c1)OCO2)Cc1ccc(Cl)cc1,1,100,100,-8,-9,-10,94,65*
O=C(CSc1nc2ccccc2c(=O)n1-c1ccccc1F)Nc1ccc2c(c1)CCC2,-3,102,104,5,0,-3,93,9
O=C(Cc1c(F)cccc1Cl)NNC(=O)c1ccc(Br)s1,1,101,99,-1,.,.,99,1
NS(=O)(=O)c1cccnc1Nc1cccc(Cl)c1Cl,0,102,.,7,11,11,102,3
CN(C)/C=C1\C(=O)N(C)N=C1C(F)(F)F,2,107,103,10,-4,-13,95,1
Cc1cccc(C)c1NC(=O)COC(=O)c1ccccc1O,2,114,103,5,-7,8,104,-3
CCCn1c(SCC(=O)NC2CCCC2)nnc1-c1cccnc1,7,103,104,-1,1,7,97,0
CC(C)=CCC12Oc3cc(O)ccc3C1(O)Oc1cc3c(c(O)c1C2=O)C=CC(C)(C)O3 (stereo not given),9,104,101,-7,1,6,102,1
CN1C/C(=C/c2cccnc2)C(=O)/C(=C/c2cccnc2)C1,-10,89,95,-3,-2,19,114,-2
O=C(CCOc1ccccc1)Nc1ccnn1C1CCN(Cc2ccccc2)CC1,6,95,102,-3,11,-5,75,2
Cc1nn(-c2ccccc2)c(N)c1N=Nc1ccc2ccccc2c1,2,104,101,-12,9,16,103,155*
COC(=O)C1CN(C(=O)COc2ccccc2C)c2ccccc2O1 (stereo not given),-4,104,104,-5,-6,0,104,11
O=C(N/C(=C\c1cccnc1)C(=O)N1CCC(O)CC1)c1ccccc1,-2,102,110,4,-2,6,92,5
COCCC(=O)N1CCC(n2nccc2NC(=O)CCc2ccccc2)CC1,8,93,95,4,6,4,92,3
COc1cc(/C=C/C2=NNC(=O)CC2)cc(OC)c1OC,-3,111,105,-3,-4,1,102,10
Cc1ccc2nc(NC(=O)c3ccc(Cl)s3)sc2c1,4,105,99,-3,0,2,100,12
O=C(c1ccoc1)N1CCCC(N2CCN(c3cccc(C(F)(F)F)c3)CC2)C1 (stereo not given),3,92,100,2,7,10,106,-1
O=C1C(Cl)=C(N2CCOCC2)C(=O)N1c1cccc(C(F)(F)F)c1,-10,105,98,-7,-5,-26,100,-1
Cc1ccc(S(=O)(=O)N(C)CCCC(=O)NC(C)(C)CO)cc1,-3,97,96,12,-7,18,103,-1
O=C(CCN1CCN(c2ccccc2F)CC1)Nc1ccc2c(c1)OCO2,3,104,101,5,-1,1,105,2
Cc1ccc(NC(=O)CN2CCN(Cc3ccccc3)CC2)cc1Cl,0,104,100,-2,-10,-5,122,-2
COc1cc(NC(=O)c2ccccc2C)c(OC)cc1NC(=O)CN1CCOCC1,3,101,97,-2,-15,-1,97,-4
CCc1cccc(CC)c1NC(=S)Nc1cccc(Cl)c1Cl,-11,97,97,3,0,-19,102,6
C=CCOc1ccc(CNc2nn[nH]n2)cc1OC,-5,110,100,7,-1,-11,102,1
COc1ccc(C(=O)NCc2cccnc2)cc1Br,-14,102,97,10,5,19,99,23
Cc1ccc(Nc2c(-c3ccc(N4CCOCC4)cc3)nc3ncccn23)c(C)c1,4,97,99,-7,-1,9,109,2
CS(=O)(=O)N1CCN(c2ccc(Cl)cc2[N+](=O)[O-])CC1,9,107,102,-9,-2,5,103,-3
COc1ccc(Cn2c(O)c(C=Nc3ccc(C)cc3)c3ccccc3c2=O)cc1,-5,114,106,-5,2,-16,104,-3
O=C(Nc1cccc(F)c1)/C(=C\c1ccco1)NC(=O)c1cccs1,-1,105,101,-3,-7,3,105,30
O=C(CCNS(=O)(=O)c1cccc2nsnc12)NCc1ccccc1Cl,-3,98,91,5,2,-19,98,5
O=C(NCCCn1ccnc1)c1cnn2c1NC(c1ccccc1)CC2C(F)(F)F (stereo not given),-2,95,94,-1,-1,-3,95,12
O=C(Nc1nc2ccccc2[nH]1)C1CC1,3,99,90,11,-8,7,113,15
CN(Cc1ccco1)C(=O)CCc1nc2sc3c(c2c(=O)[nH]1)CCCC3,-4,90,94,-11,-6,-6,80,29
CCCCn1c(N)c(N(CC)C(=O)c2cc(CC)c(C)s2)c(=O)[nH]c1=O,-7,94,94,8,10,-6,114,0
CCC(=O)Nc1nnc(S(=O)(=O)N(CC)c2ccc(OC)cc2)s1,0,103,103,17,11,3,92,0
O=C(NC(=S)Nc1ccc(Br)cc1)C1CCC1,-3,101,91,-1,8,-2,118,0
O=C(NCCC1=CCCCC1)c1ccc(-n2cncn2)c([N+](=O)[O-])c1,0,101,105,-3,6,-5,109,10
O=C(O)c1cc(-c2ccc3c(c2)OCO3)nc2ccc(Cl)cc12,-5,80,88,-7,-5,4,127,11
Nc1nc2cc(S(=O)(=O)N3CCOCC3)ccc2o1,-16,110,97,-12,.,.,98,-2
O=C(CNC(=O)C1CC1)Nc1ccc(F)c(F)c1F,10,114,106,14,.,.,114,0
CC1CCN(CCCCOc2ccc(Br)cc2)CC1,1,106,101,-4,0,6,94,-2
Cc1cc(C)nc(NC(=O)c2cc(-c3ccc(C)s3)nc3ccccc23)c1,11,97,99,5,7,1,99,39
CCOC(=O)c1c(/N=C/C2=C(O)CC(C)(C)CC2=O)sc2c1CCCC2,-3,86,92,-5,3,17,98,1
O=C(NNc1cc(Cl)ccc1Cl)c1cccs1,-9,107,103,-11,-6,-10,100,-2

# Fetched by structure from above (2):
SMILES,proCasp3 act,MEP2-GFP yeast,RPL19A TOR yeast,proCasp7 act,EBNA-1 inh,ZTA counter,LAP4 TOR yeast,AHR activator
O=C(CNC(=O)C1CC1)Nc1ccc(F)c(F)c1F,10,114,106,14,.,.,114,0
O=C(O)c1cc(-c2ccc3c(c2)OCO3)nc2ccc(Cl)cc12,-5,80,88,-7,-5,4,127,11

# Other entries.
SMILES,proCasp3 act,MEP2-GFP yeast,RPL19A TOR yeast,proCasp7 act,EBNA-1 inh,ZTA counter,LAP4 TOR yeast,AHR activator
CCO[C@@H]1OC(C(=O)N2CCOCC2)=C[C@H](c2ccc(Br)cc2)[C@H]1CCCO,5,106,102,-2,-6,-3,100,2
CN(C)S(=O)(=O)c1cc(NC(=O)CN2C(=O)NC3(CCCc4ccccc43)C2=O)ccc1Cl (stereo not given),-4,97,102,-12,-5,2,80,15
O=C(CSc1nc2ccc(N3CCOCC3)cc2c(=O)n1CCc1ccccc1)NCC1CCCO1 (stereo not given),-8,107,101,9,1,24,110,43
CC(C)N(Cc1ccccc1)C(=O)COC(=O)c1cnc(Cl)c(Cl)c1,8,110,104,0,.,.,108,0
Cc1sc(NC(=O)c2cccc(N3C(=O)CCC3=O)c2)nc1-c1ccccc1,8,89,88,1,13,11,97,11
Cc1ccc(CN2CCN(Cc3cccc(OCCO)c3)CC2CCO)o1 (stereo not given),6,102,109,12,-2,-3,94,2
CCCCn1c(N)c(N(CCC(C)C)C(=O)CSc2nnc3ccccn23)c(=O)[nH]c1=O,3,124,101,6,-5,7,95,1
COc1ccccc1NS(=O)(=O)c1cc(C(=O)NCc2cccnc2)ccc1C,1,99,102,4,-6,11,100,1
O=C(O)c1ccccc1C(=O)Nc1ccc(S(=O)(=O)NC2CCCCC2)cc1,3,105,102,10,-10,-16,107,6
CC(Sc1ccc(S(=O)(=O)N(C)C)cn1)C(=O)NC1CCCC1 (stereo not given),-17,102,104,-23,.,-1,102,-2
O=C(NC(=S)Nc1cc([N+](=O)[O-])ccc1O)C1CC1,-10,95,103,-10,1,-8,96,9
CC(=O)N(c1ccc2oc(=O)sc2c1)S(=O)(=O)c1cccc2cccnc12,-20,100,102,-35,4,10,96,0
COc1ccc(-c2noc(CN(C)C(=O)c3ccco3)n2)cc1,4,104,106,-4,10,12,100,0
Cc1ccc(-c2nn(-c3ccccc3)cc2CNCc2ccccc2)cc1,-1,102,93,4,-3,-18,100,8
CCN(Cc1ccccc1)C(=O)c1ccc(N(C)S(=O)(=O)c2ccc(C)cc2)cc1,-4,95,97,6,5,-7,94,4
Cc1cc(NC(=O)CN2CCN(c3ccccc3O)CC2)no1,2,103,99,21,5,4,99,0
O=C1CN(C(=O)COC(=O)COc2ccc3c(c2)CCC3)c2ccccc2N1,6,97,93,2,4,0,96,0
COc1ccc2c(c1)oc(=O)c1ccccc12,0,107,101,-2,0,8,102,0
CCOc1ccc(Nc2ncnc(N)n2)cc1,2,104,103,8,0,2,105,11
Cc1cccc(NC(=O)NCC2CCN(c3ccc(S(=O)(=O)N4CCOCC4)cc3)CC2)c1,1,95,87,6,7,1,90,6

# High-throughput results deposited in PubChem by several laboratories.
